# Screening data deposited in PubChem by NCI.
# Growth percent in the NCI-60 one-dose screen (48 h, 10 µM unless noted): 100 = growth as untreated, 0 = no growth, -100 = all killed.
# SW-620 = SW-620 colon cancer; AID 1794795; actives 5.2% (n = 82,000)
# HCT-116 = HCT-116 colon cancer; actives 7.3% (n = 82,000); AID 1794798
# COLO 205 = COLO 205 colon cancer; actives 7.3% (n = 79,000); AID 1794742
# NCI-H226 = NCI-H226 lung cancer; actives 3.5% (n = 79,000)
# HCT-15 = HCT-15 colon cancer; actives 5.2% (n = 82,000); AID 1794746
# HT29 = HT29 colon cancer | actives 7.4% (n = 81,000)
# NCI-H322M = NCI-H322M lung cancer | actives 2.7% (n = 80,000) | AID 1794733
# KM12 = KM12 colon cancer cells | actives 5% (n = 82,000) | AID 1794800
# NCI-H460 = NCI-H460 lung cancer. actives 6.8% (n = 82,000)
# Active calls of the source: *; . = no result given; & = joins results of further samples. Rule for the calls: active = growth percent below 10; inactive = the rest.
SMILES,SW-620,HCT-116,COLO 205,NCI-H226,HCT-15,HT29,NCI-H322M,KM12,NCI-H460
COc1ccc(OC)c(/C=C2\Oc3cc(OCCN4CCCC4)ccc3C2=O)c1,81,69,98,104,94,24,97,85,99
CNC(=O)c1nnn(-c2ccccc2)c1N,101,103,119,110,104,111,108,109,108
O=C(Nc1cccc2c1C(=O)c1ccc(Nc3cc(NC(=O)c4ccccc4)c4c(c3)C(=O)c3ccccc3C4=O)cc1C2=O)c1ccccc1,101,104,107,100,95,108,112,108,101
Cc1cc(=O)[nH]c(SCC(=O)Nc2nc(-c3ccc(Cl)cc3)cs2)n1,105,93,111,102,101,116,107,96,107
C[N+](C)(C)CCCC#CC[N+]1(C)CCc2ccccc2C1 (stereo not drawn),107,104,101,95,105,106,96,101,105
CC(=O)Nc1ccc(-c2ccccc2)cc1[N+](=O)[O-],104,95,116,104,95,105,101,112,109
CC1(C)CC[C@]2(C(=O)O)CC[C@]3(C)C(=CC[C@@H]4[C@@]5(C)CC[C@H](O)[C@@](C)(C=O)[C@@H]5CC[C@]43C)[C@H]2C1,92,61,106,88,49,107,97,40,77
CCn1c(Sc2nnc(Nc3ccc(C)cc3)s2)nc2c1c(=O)n(C)c(=O)n2C,92,91,.,87,97,97,86,106,96
O=C1CCC23OC(c4ccccc4)(C(=O)c4ccccc4N12)C1Nc2ccccc2SCC(=O)N13 (stereo not drawn),86,38,54,56,64,81,77,60,69
CC(CC(C#N)(c1ccccc1)c1ccccc1)OS(C)(=O)=O (stereo not drawn),103,87,111,98,96,100,106,111,105
CCCCCCCCCCCCC/C=C/CC(CC(=O)O)C(=O)Nc1ccc(-n2c(=O)cc(C)n2C)cc1 (stereo not drawn),109,104,107,124,106,108,108,105,117
CCCCC(O)Cn1ncc(C(=O)OCC)c1NC(=O)Nc1cccc(C(F)(F)F)c1 (stereo not drawn),42,30,.,.,38,50,87,28,27
COc1cc(OCc2cccc(-c3ccc(C(O)c4nccs4)cc3)c2C)cc(OC)c1CNCCNC(C)=O (stereo not drawn),98,94,104,96,98,93,99,101,101
CN1CC(=O)N2[C@H](c3ccc4c(c3)OCO4)c3[nH]c4ccccc4c3C[C@@H]2C1=O,107,102,111,116,103,96,104,100,107
COC(=O)C1C2CC(C(Br)C2Br)C1C(=O)O (stereo not drawn),108&105,110&105,110&113,83&108,105&101,104&111,114&121,84&95,101&112
O=C1CSc2ccc3nsnc3c2N1,96,91,123,85,100,105,98,98,99
O=Cc1c(N2CCC[N+]3(CC2)CC[N+]2(CCCNCC2)CC3)nc(-c2ccccc2)nc1N1CCC[N+]2(CC1)CC[N+]1(CCCNCC1)CC2 (stereo not drawn),77,72,35,76,93,41,97,32,22
Cc1c(C(=O)C(SC(=S)N2CCN(C)CC2)SC(=S)N2CCN(C)CC2)nnn1-c1ccc(Cl)cc1,98,97,104,96,104,87,101,104,100
CC(=O)/C(C)=C\c1ccc(O)cc1,110,94,113,100,107,94,93,107,111
NC(Cc1ccc(O)cc1)C(=O)N/N=C/c1ccccc1O (stereo not drawn),107,97,123,103,97,101,94,98,108
COc1ccc(OC)c(CCn2cncc2-c2c[nH]c3cc(Br)ccc23)c1,34,24,7.6*,41,25,10,87,42,37
CC(C)c1ccc2c(c1)C(C)(C)CCC2(C)C,109,107,114,102,103,98,103,100,112
COc1ccc(-n2c(-c3csc(NC(C)=O)n3)n[nH]c2=S)cc1,108,100,123,97,98,94,.,102,107
CCCCc1nc(/C=C/C(=O)c2ccc(S(N)(=O)=O)cc2)c(Cl)[nH]1,103,82,116,102,98,108,85,105,110
Cc1cccc2c1nc(N)c1c3ccccc3cn21,91,90,.,93,89,101,97,97,91
Cc1cc(O)c(C(C)(C)C)cc1N=O,107,97,116,97,97,118,127,102,122
Nc1nnc(CCS(=O)(=O)c2ccc(Cl)cc2)s1,104,105,117,110,106,91,104,102,106
C=C(C)[C@@H]1CC[C@]2(CO)CC[C@]3(C)[C@H](CC[C@@H]4[C@@](C)(CCCO)[C@H](C(=C)C)CC[C@]43C)[C@@H]12,61,43,62,78,47,46,87,49,49
Fc1ccc(/C=N/NC(=S)Nc2ccc(C(F)(F)F)cc2)cc1,101,73,101,92,80,57,87,76,96
C#C[C@]1(O)CC[C@H]2[C@@H]3CC=C4c5sc(-c6c(Cl)cccc6Cl)nc5CC[C@]4(C)[C@H]3CC[C@@]21C,101,93,96,105,95,93,99,101,103
S=C(Nc1ccccc1)c1ccccc1,97,103,119,98,99,109,108,108,104
Cc1cc(Cc2cc(C)c(C)c(C)c2C)c(C)c(C)c1C,98,104,104,89,102,113,96,109,101
CC(=O)c1ccc2c(c1)CCC2,107&104,103&97,107&115,107&97,100&104,100&108,86&102,104&102,111&109
NCCCNc1nc2ccc(F)cc2c2c(=O)c3cc(F)ccc3sc12,54,53,78,73,67,72,77,66,55
COc1ccc(Cc2cc(-c3ccccc3C)n[nH]c2=O)cc1,103,98,100,87,107,98,129,98,105
Cc1ccc(C(=O)COc2cccc(/C=C3\Oc4ccc(Cl)cc4C3=O)c2)cc1,98,71,102,103,113,116,84,91,106
FC(F)(F)c1ccc(-c2ccc3c(c2)C2CC3CCN2Cc2ccccc2)cc1 (stereo not drawn),87,91,85,82,87,81,111,92,99
Cc1nc([P+](c2ccccc2)(c2ccccc2)c2ccccc2)c(NCCO)o1,113,103,92,105,107,91,100,87,111
O=C(Nc1ccc(C23CC4CC(CC(c5ccccc5)(C4)C2)C3)cc1)c1cccs1,82,60,91,.,60,54,92,65,70
O=S(=O)(NCCCNc1cc(-c2c(-c3cccc(O)c3)nc3sccn23)ccn1)c1c(Cl)cccc1Cl,78,58,65,69,36,54,86,62,58
CCCS(=O)(=O)Oc1ccc(-c2cn3ccsc3n2)cc1,104,107,108,93,95,92,100,100,102
CN(C(=O)CN1C(=O)/C(=C/c2ccco2)SC1=S)C1CCS(=O)(=O)C1 (stereo not drawn),100,97,119,100,88,99,99,107,95
COc1ccc(Br)c2c1C(=O)CC2,123,108,114,100,110,106,159,117,110
OC(Cn1cncn1)(Cn1cncn1)c1ccc(F)cc1F,115,102,108,114,105,97,108,112,113
COc1cccc(/C=N/NC(=O)C[N+](C)(C)C)c1OC,109,112,123,100,103,97,118,109,113
Cn1cc(-c2ccc3c(c2)OCCO3)c(C(=O)NCc2ccc(F)cc2)n1,99,101,114,.,110,103,.,96,100
CN1C(=O)N(C)C2C1NN=c1s/c(=C\c3ccc[nH]3)c(=O)n12 (stereo not drawn),88,87,104,91,73,94,98,80,101
COc1ccc2nc(-c3ccc(Cl)cc3)cc(-c3nnc(SC/C(=N\O)c4ccccc4)n3-c3ccccc3)c2c1,91,68,99,82,84,72,.,69,87
O=C(O)/C=C(/C(=O)O)C1CCCC1,104,104,102,100,99,107,111,102,105
CCC/C(=C(/C#N)C(=O)OCC)c1ccccc1,104,98,109,108,109,101,97,111,105
Clc1cc2c(nn1)Nc1ccccc1S2,103,97,116,104,101,102,98,102,99
O=C(N/N=C/c1ccc(Cl)cc1)c1ccc2cccc(O)c2n1,98,94,99,98,92,106,95,98,102
COc1ccc(C2CC(c3cccc(Nc4nc(Cl)nc5cc(OC)c(OC)cc45)c3)=Nc3c(N)nc(N)nc3N2)cc1 (stereo not drawn),74,46,96,85,34,58,92,57,62
COc1cc(NC(=O)COc2cc(O)c3c(=O)cc(-c4ccccc4)oc3c2)cc(OC)c1OC,98,109,111,99,103,105,106,105,109
O=S(=O)(O)CCSSCCS(=O)(=O)O,111&107,97&113,120&108,108&98,100&110,109&104,114,104&119,110&111
CC1Cc2ccccc2N1 (stereo not drawn),102,103,111,99,106,104,108,102,99
O=C(O)CCn1c(=O)[nH]c(=O)n(CCC(=O)O)c1=O,98,103,112,96,105,110,109,106,101
Cc1cc2c(C(C)C)c(O)c(O)c(C=NCCCS(=O)(=O)O)c2c(O)c1-c1c(C)cc2c(C(C)C)c(O)c(O)c(C=NCCCS(=O)(=O)O)c2c1O,55,50,80,87,49,70,51,36,39
Cc1ccc(NCC(=O)Cn2cc(COc3ccc(C=Nc4cnc5ccccc5c4)cc3)nn2)cc1,113,110,114,105,112,116,103,105,130
COc1ccc(S(=O)(=O)NCCNc2nccc(-c3c(-c4cccc(O)c4)nc4sccn34)n2)cc1,115,102,108,95,98,88,96,102,101

# 6 entries out of the list, ordered by count of non-hydrogen atoms, ascending:
SMILES,SW-620,HCT-116,COLO 205,NCI-H226,HCT-15,HT29,NCI-H322M,KM12,NCI-H460
CC1Cc2ccccc2N1 (stereo not drawn),102,103,111,99,106,104,108,102,99
O=S(=O)(O)CCSSCCS(=O)(=O)O,111&107,97&113,120&108,108&98,100&110,109&104,114,104&119,110&111
O=C(O)CCn1c(=O)[nH]c(=O)n(CCC(=O)O)c1=O,98,103,112,96,105,110,109,106,101
COc1cc(NC(=O)COc2cc(O)c3c(=O)cc(-c4ccccc4)oc3c2)cc(OC)c1OC,98,109,111,99,103,105,106,105,109
COc1ccc(C2CC(c3cccc(Nc4nc(Cl)nc5cc(OC)c(OC)cc45)c3)=Nc3c(N)nc(N)nc3N2)cc1 (stereo not drawn),74,46,96,85,34,58,92,57,62
Cc1cc2c(C(C)C)c(O)c(O)c(C=NCCCS(=O)(=O)O)c2c(O)c1-c1c(C)cc2c(C(C)C)c(O)c(O)c(C=NCCCS(=O)(=O)O)c2c1O,55,50,80,87,49,70,51,36,39

# (cont.)
SMILES,SW-620,HCT-116,COLO 205,NCI-H226,HCT-15,HT29,NCI-H322M,KM12,NCI-H460
CCN(CC)S(=O)(=O)c1ccc(S(=O)(=O)N2CCC[C@@H](C(=O)NC3COC3)C2)cc1,98,83,105,64,103,101,105,101,90
Clc1cc(Cl)nc(Cl)n1,105,107,108,104,115,108,101,104,104
Cc1ccc(S(=O)(=O)Nc2ccc(-c3ccc4c(c3)NC(=O)/C4=C\c3ccc[nH]3)cc2)cc1,47,61,93,94,69,78,68,67,22
Cc1cc(N=Nc2ccccc2)ccc1O,116,96,106,96,95,.,81,98,118
CC(=N/O)/C(C)=C/c1ccccc1,107,95,105,.,102,91,96,99,109
CC(C)NCC(O)c1ccc(O)c(O)c1 (stereo not drawn),93&107&104,72&93&100,104&114&107,99&114&88,100&106&104,111&111&100,106&97&92,106&105&106,105&101&108
C/C=C(/C)c1ccccc1,101,105,89,82,102,106,108,110,106
COC(=O)c1c(C)nc(C)c2c1C(=O)C(Br)=C(NCCN1CCOCC1)C2=O,92,67,56,107,88,68,96,97,89
Cc1ccc(C2(SCC(N)C(=O)O)c3ccccc3-c3ccccc32)cc1 (stereo not drawn),106,99,108,98,103,100,.,115,111
O=C1CC2C=CCN2C=C1NC(=O)C1CCCCC1 (stereo not drawn),107,95,105,104,98,98,100,96,112
Nc1nc(N)c2c(n1)NC(c1sc(Cl)nc1Cl)CC(c1ccccc1)=N2 (stereo not drawn),19,21,47,74,28,13,101,48,27
O=[N+]([O-])c1ccc(N=NNc2ccc([N+](=O)[O-])cc2)cc1,99,90,107,83,96,83,114,95,93
O=C1/C(=C/c2coc3ccccc3c2=O)N=C(c2ccc(Cl)cc2)N1c1ccc(S(=O)(=O)Nc2ncccn2)cc1,98,90,99,86,93,105,111,101,104
CCNc1nncs1,94,100,110,92,104,104,89,101,97
COc1ccc(-c2csc(NC(=O)CSc3nc(-c4ccccc4)cc(=O)[nH]3)n2)cc1,93,36,57,79,71,86,90,74,79
CC(=O)N(C)c1ccc(C)cc1,111,101,109,106,113,103,115,118,110
NCC1C2CCC(O2)C1CO (stereo not drawn),116,106,110,106,112,107,104,113,114
COc1cc(-c2nn(-c3ccc(C)cc3)cc2C(=O)O)ccc1O,103,100,112,102,99,107,97,65,104
N#Cc1c(-c2cc(=O)oc3c2ccc2ccccc23)cc(-c2cc3ccccc3oc2=O)nc1N,102,93,104,89,106,104,94,105,101
CC(=O)Nc1ccccc1C12NCCN(CCN1)C2=O,100,97,108,97,101,105,100,103,102
O=C(O)c1ccccc1-n1c2ccccc2c2ccccc21,107,106,109,98,97,96,116,128,115
O=[N+]([O-])c1c(O)c(CNCCCO)cc(CNCCCO)c1O,96,97,120,101,106,107,99,138,119
COc1cc2c(cc1OC)C(C#N)C2 (stereo not drawn),110,105,115,98,102,105,.,116,107
Cc1c(Cl)cccc1NC(=O)c1sc2nc3c(cc2c1N)CN(CCc1ccccc1)CC3,90,101,117,103,88,105,98,95,101
COc1ccc(Cn2cc(C(=O)N=Nc3c(O)[nH]c4ccc(F)cc34)nn2)cc1,103,108,111,99,103,92,102,96,106
COC(=O)c1ccc(NC(N)=NCC(C)(C)COc2ccc(C(F)(F)F)cc2)nc1,27,0.8*,-77*,51,18,9.4*,66,47,39
O=c1oc2ccccc2cc1-c1cc(-c2ccc(O)cc2)cc(-c2cc3ccccc3oc2=O)n1,99,103,106,92,106,105,97,102,100
COc1cc(/C=C2\CCCC3=C2NC(C)=NC3c2cc(OC)c(OC)c(OC)c2)cc(OC)c1OC (stereo not drawn),-8.0*,-78*,19,38,4.2*,7.9*,41,2.9*,-28*
Cc1ccc2cc(CCCC(=O)O)ccc2c1,102,98,109,110,98,102,105,109,110

# Whole records from above:
# `COc1ccc(Cn2cc(C(=O)N=Nc3c(O)[nH]c4ccc(F)cc34)nn2)cc1` across the screens: SW-620: 103; HCT-116: 108; COLO 205: 111; NCI-H226: 99; HCT-15: 103; HT29: 92; NCI-H322M: 102; KM12: 96; NCI-H460: 106
# `COC(=O)c1ccc(NC(N)=NCC(C)(C)COc2ccc(C(F)(F)F)cc2)nc1` across the screens: SW-620: 27; HCT-116: 0.8*; COLO 205: -77*; NCI-H226: 51; HCT-15: 18; HT29: 9.4*; NCI-H322M: 66; KM12: 47; NCI-H460: 39
